KB-V1 MDR tox = kills drug-selected multidrug resistant KB-V1 cells; KB-V1 MDR cells viability, CellTiter-Glo, 72 h; Potency, µM (doses to about 46.1 µM), for inactives: at the highest dose activity change, negative = cytotoxicity, hits mostly cytotoxic; actives 3.4% (n = 400,000); AID 1347076; further: on the % scale 0 is the no-effect control and ±100 the full control effect; nearly all actives have a fitted effect of over 60% in size
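In this primary screen, KB-V1 cells overexpressing P-gp are incubated with library compounds (lowest to highest concentration) for 72 h at 37 degrees C before a luminescent ATP viability read.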
SW480 rerep = inducers of DNA re-replication in SW480 colon cancer cells; Potency, µM (highest dose often 46.1 µM), without a hit: top-dose re-replication activation, hits mostly activators; actives 1.8% (n = 340,000); SW480 DNA re-replication, Hoechst DNA content imaging, 48 h; further: % of control where 0% means no effect; nearly all actives have a fitted effect of over 55% in size
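SW480 cells exposed to compounds for 48 hr at 37 C, 5% CO2, then Hoechst-stained 40 min. Nuclear DNA content imaged by fluorescence scanning (405 nm excitation, 500-530 nm emission); re-replication scored as increased high-intensity nuclei.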
HEK293 tox = cytotoxic in the GLP-1 receptor inverse agonist counter-screen; actives 0.13% (n = 410,000); HEK293 cAMP-luciferase reporter cells, luminescence, 24 h; Potency, µM (series often up to 38.3 µM), without a hit: top-dose activity change, negative = inhibition, actives largely listed as inhibitors; AID 624418;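 further: loss of luciferase light is scored as toxicity; on the % scale 0 is the no-effect control and ±100 the full control effect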
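A 23 nL compound transfer followed 12 hours of cell culture at 37 deg C; exposure then lasted 24 hr. Luciferase assay detection reagent was dispensed and plates read for luminescence after a 12 min room-temperature wait.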
KB-3-1 cytotox = KB-3-1 parental cell cytotoxicity. KB-3-1 viability, CellTiter-Glo ATP luminescence, 72 h. Potency, µM (series often up to 46.1 µM), for the others: top-dose activity change, negative = cytotoxic, most hits filed as cytotoxic. actives 1.4% (n = 400,000). AID 1347075; further: on the % scale 0 is the no-effect control and ±100 the full control effect; nearly all actives have a fitted effect of over 60% in size
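Cytotoxicity measured as CellTiter-Glo luminescence after 72 h at 37 C. Compound titrations were pinned onto drug-naive KB-3-1 parental adenocarcinoma cells grown in DMEM with 10% FBS, and normalized data fitted to concentration-response curves.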
HT1080-NT tox = kills 2HG-producing HT-1080-NT fibrosarcoma cells. HT-1080-NT fibrosarcoma viability, CellTiter-Glo ATP luminescence, 48 h. Potency, µM (series often up to 46.1 µM), inactives show at the top dose activity, negative = less viability, actives largely listed as cytotoxic. actives 1.6% (n = 360,000);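 further: NT is the 2HG producing partner of a matched IDH1 knockdown line; 0% = DMSO-treated cells and -100% = media-only wells without cells; nearly all actives have a fitted effect of over 55% in size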
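A 48-hour cytotoxicity screen used HT-1080-NT cells plated 2 hours before compound delivery. ATP-based CellTiter-Glo luminescence measured viability, normalized to DMSO and no-cell controls.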
TDP43 rescue = TDP-43 toxicity inhibition in yeast. actives 1.8% (n = 410,000). TDP-43 expressing yeast growth rescue, BacTiter-Glo, 24 h. Potency, µM (series often up to 46.1 µM), for the others: top-dose growth rescue (activation), actives largely listed as activators. AID 652104; further: % of control where 0% means no effect; nearly all actives have a fitted effect of over 50% in size
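Cell-based yeast growth screen: TDP-43 expression induced in galactose, inoculum OD600=0.02 after raffinose pregrowth to mid-log. Read-out BacTiter-Glo luminescence at 24 hr, 30 deg C; inhibition of toxicity seen as signal increase.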
HT1080 IDH1KD tx = kills HT-1080 cells with IDH1 knockdown; HT-1080 IDH1 knockdown viability, ATP luminescence, 48 h; Potency, µM (highest dose often 46.1 µM), inactives show at the top dose activity, negative = toxicity, actives largely listed as cytotoxic; actives 2% (n = 360,000); AID 686971;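 further: 0% = DMSO wells and -100% = cell-free medium wells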
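In this qHTS, HT-1080 cells depleted of IDH1 are exposed for 48 h at 37 °C to compound titrations. Toxicity is scored from CellTiter-Glo luminescence, with DMSO as full viability and medium alone as none.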
GLP-1R inv ag = GLP-1 receptor (human) inverse agonism; P43220; HEK293 GLP-1R CRE-luciferase, luminescence, 24 h; GLP-1R form is constitutively active; Potency, µM (series often up to 38.3 µM), without a hit: at the highest dose activity change, negative = inhibition, usual class: inhibitors; actives 1.6% (n = 410,000); further: on the % scale 0 is the no-effect control and ±100 the full control effect; nearly all actives have a fitted effect of over 55% in size
Target sequence (P43220 whole entry, looked up): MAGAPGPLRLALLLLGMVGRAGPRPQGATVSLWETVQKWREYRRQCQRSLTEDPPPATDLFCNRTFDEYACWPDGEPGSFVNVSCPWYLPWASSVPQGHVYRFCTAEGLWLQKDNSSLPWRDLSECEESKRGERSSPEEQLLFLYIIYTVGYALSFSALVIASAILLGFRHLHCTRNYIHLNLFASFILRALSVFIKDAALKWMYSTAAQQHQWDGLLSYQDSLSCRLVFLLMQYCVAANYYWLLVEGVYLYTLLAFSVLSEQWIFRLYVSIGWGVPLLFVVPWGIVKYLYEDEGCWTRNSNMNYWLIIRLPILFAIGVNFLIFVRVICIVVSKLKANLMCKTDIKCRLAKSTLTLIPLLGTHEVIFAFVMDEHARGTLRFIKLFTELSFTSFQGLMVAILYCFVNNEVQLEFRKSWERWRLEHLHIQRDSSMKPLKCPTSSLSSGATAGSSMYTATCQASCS
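Stable HEK293 clone (constitutively active GLP-1R + cAMP-response luciferase); 200 cells/uL plated, 12 h pre-culture, compound 24 hr, 37 deg C/5% CO2; detection reagent 12 min RT; luminescence.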
GLP1R ag = GLP-1 receptor (human) agonism. HEK293 GLP-1R CRE-luciferase, luminescence, 4-6 h; cells express a hypersensitive GLP-1R form. Potency, µM (top dose mostly 45.6 µM), for inactives: top-dose activation, actives largely listed as activators. actives 0.007% (n = 380,000). AID 624172; further: % of control where 0% means no effect
An asterisk follows results filed as active; ? = inconclusive; nt = not tested or not shown; [ ] = dose if it differs, or a comment. The call rests on the fitted dose curve; in most records, active means well fitted curve in the direction sought with a large enough effect; inconclusive means small, poorly fitted or top-dose-only effect, or another doubt; inactive means no such curve, though single readings can be large; an effect the other way counts as inactive or inconclusive. Potency means the concentration at half of the fitted maximal effect.

Value order – KB-V1 MDR tox, SW480 rerep, HEK293 tox, KB-3-1 cytotox, HT1080-NT tox, TDP43 rescue, HT1080 IDH1KD tx, GLP-1R inv ag, GLP1R ag
> Cc1cccc(C)c1-n1ncc(C(=O)NCCN2CCN(C)CC2)c1C1CCN(C(=O)OC(C)(C)C)CC1
 : -29%, nt, 0%, -14%, nt, -12%, nt, 4%, nt
> Cc1nc(CN(C)Cc2nc(Cc3ccccc3Cl)no2)cs1
 : -9%, 1%, 19%, -3%, -3%, 12%, -1%, -16%, -2%
> CN(C)c1ccc(/C=N/NC(=O)c2cccc(N3CCCC3=O)c2)cc1
 : 5%, ?, 36%[activator], 5%, ?, -16%, 13%, 9%, 8%
> COc1ccc(NC(=O)C(NC(=O)c2ccc(=O)[nH]c2)c2ccc(OC)cc2)cc1 (stereo not drawn)
 : 2%, nt, 2%, 0%, 4%, 6%, 11%, 1%, -5%
> Cc1cc(NC(=O)CCC(=O)N(c2ccccc2)C(C(=O)NC2CCCC2)c2ccc(F)cc2)no1 (stereo not drawn)
 : -22%, -8%, ?, 6%, -6%, 6%, -7%, -11%, 10%
> Cc1cc(=O)[nH]c(N/N=C/c2c[nH]c3ccccc23)n1
 : 0%, -11%, 9%, -18%, 1%, 6%, -2%, 44%[activator], -2%
> Cc1ccc2nc3ccc(N4CCCCCCC4)nn3c(=O)c2c1
 : ?, 2%, 4%, -24%, 6%, 22µM*, 4%, 3%, 29%
> O=S(=O)(c1ccc(Cl)cc1)c1nc(-c2ccccc2F)oc1NCc1ccccc1
 : 0%, nt, 8%, -4%, nt, 6%, nt, 6%, nt
> COc1ccc(-c2csc(-c3cccs3)n2)cc1OC
 : ?, 0%, -1%[7.66 µM], 6%, 0%, 11µM*, -4%, 82%[activator][7.66 µM], 11%
> COc1cccc(CCNC(=O)c2c(O)nc3c(C)cccn3c2=O)c1
 : ?, nt, -4%, 1%, nt, -52%[inhibitor], nt, -3%, nt
> Cc1c(Cl)cccc1-n1c(SCC(=O)NCc2ccccc2Cl)nnc1-c1ccncc1
 : -20%, 3%, -5%, 12%, -8%, 0%, -28%, ?, 7%
> Cc1cc(S(=O)(=O)Nc2ccc(C(=O)NCC(c3ccco3)N(C)C)cc2)ccc1F (stereo not drawn)
 : ?, 0%, 12%, -5%, 3%, 2%, 1%, -22%, -2%
> COc1cc(OC)c(C2C(C#N)=C(N)Oc3cc(C)n(CCCN4CCOCC4)c(=O)c32)cc1OC (stereo not drawn)
 : 10%, -3%, -7%, 2%, 19%, -6%, 7%, 22%, -11%
> CCOc1ccc(NC(=S)N2CCC(N(C)CC3CCCO3)CC2)cc1 (stereo not drawn)
 : ?, nt, -17%, 0%, 12%, 22%, 14%, 9%, -14%
> Cc1[nH]nc2c1C(c1ccc(-c3ccc(Cl)cc3)o1)C(C#N)=C(N)O2 (stereo not drawn)
 : ?, ?, ?, ?, ?, 5%, ?, -14%, -13%
> CCc1cccc(N(C(=O)c2csnn2)C(C(=O)NC(C)(C)CC)c2ccccn2)c1 (stereo not drawn)
 : 5%, 1%, 0%, 3%, -5%, 3%, -2%, 11%, -7%
> Cc1ccc2cccc(NC(=O)c3ccc(Br)o3)c2n1
 : -3%, 5%, 19%, -6%, ?, 11%, ?, ?, -1%
> CC(Cc1cccs1)NC(=O)Nc1ccc(Cl)c(Cl)c1 (stereo not drawn)
 : ?, -2%, -29%, ?, ?, ?, ?, ?, -8%
> c1ccc(COc2ccc(OCCCN3CCCCC3)cc2)cc1
 : -10%, ?, -8%, -7%, -27%, -5%, -26%, ?, 1%
> CCC(=O)Nc1ccc(NC(=O)c2cc3ccccc3o2)cc1
 : -24%, -3%, -19%, -6%, 11%, -33%[inhibitor], 0%, 1%, -1%

Looked up above.
COc1ccc(NC(=O)C(NC(=O)c2ccc(=O)[nH]c2)c2ccc(OC)cc2)cc1 (stereo not drawn) – GLP1R ag: -5%
O=S(=O)(c1ccc(Cl)cc1)c1nc(-c2ccccc2F)oc1NCc1ccccc1 – TDP43 rescue: 6%

(more compounds)
Value order – KB-V1 MDR tox, SW480 rerep, HEK293 tox, KB-3-1 cytotox, HT1080-NT tox, TDP43 rescue, HT1080 IDH1KD tx, GLP-1R inv ag, GLP1R ag
> CCC(=O)N1CCc2cc(S(=O)(=O)NC(C(=O)N3CCN(c4ccc(F)cc4)CC3)C(C)C)ccc21 (stereo not drawn)
 : 6%, -3%, 0%, 14%, -6%, 8%, 9%, 5%, -3%
> Cc1occc1-c1nnc(SCC(=O)NCCc2ccccc2)n1Cc1ccccc1
 : ?, -2%, -19%, 3%, -18%, 0%, -10%, ?, -1%
> COc1cc(C2CC(=O)Nc3cc4c(cc32)OCO4)cc(OC)c1O (stereo not drawn)
 : -4%, nt, -9%, ?, nt, -9%, nt, 0%, 2%
> COC(=O)C(C)N(c1ccc(C)cc1)S(=O)(=O)c1c(C)[nH]c(=O)[nH]c1=O (stereo not drawn)
 : -4%, -1%, 1%, 5%, 3%, -19%, -1%, 0%, 6%
> CC(NC(=O)c1cc2sccc2n1Cc1ccc(F)cc1)c1ccccc1 (stereo not drawn)
 : 14%, nt, -8%, 6%, nt, 14%, nt, -26%, -1%
> OCCN1CCN(CC(O)COC(c2ccc(F)cc2)c2ccc(F)cc2)CC1 (stereo not drawn)
 : 3%, 16%, -16%, 4%, 0%, -11%, 6%, 3.5µM*, 5%
> COc1ccc(NC(=O)N(CCO)Cc2cc3c(C)cc(C)cc3[nH]c2=O)cc1
 : 10%, -4%, 0%, -3%, -1%, 6%, -1%, -12%, 3%
> CC(C)n1cnc2c(=S)nc[nH]c21
 : -2%, 6%, 5%, 12%, -2%, -6%, 1%, 10%, -6%
> O=C1CC(N2CCN(c3ccc(F)cc3)CC2)C(=O)N1Cc1ccccc1 (stereo not drawn)
 : -3%, -9%, -4%, 10%, 0%, -20%[1.82 µM], -10%, -17%, 5%
> COc1ccc(CCNC(=O)c2cc(Nc3cc(C)cc(C)c3)nc3ccccc23)cc1OC
 : 0%, nt, 3%, ?, nt, 15%, nt, 4.5µM*, -9%
> CCc1ccc(S(=O)(=O)c2nnn3c2nc(NCCNC(C)=O)c2ccccc23)cc1
 : 3%, -4%, 9%, 13%, 29%, -9%, 5%, 4%, 13%
> Cc1ccc(-c2nnc(SCC(=O)NC3CCCC3)nc2-c2ccc(C)cc2)cc1
 : 1%, nt, 6%, 0%, nt, 19%, nt, -23%, nt
> CCS(=O)(=O)N1CCCC(C(=O)NCCOC)C1 (stereo not drawn)
 : 7%, nt, -14%, 24%, nt, -1%, nt, 1%, -4%
> COCCCn1cnnc1SC(C)C(=O)Nc1ccc(S(=O)(=O)N2CCOCC2)cc1 (stereo not drawn)
 : 4%, 5%, 1%, -3%, 1%[9.24 µM], 9%, 4%, -4%, -3%
> O=C(/C(=N\O)n1cncn1)c1ccc(Br)cc1Br
 : -5%, 0%, -13%, 12%, 0%, 0%, 2%, -1%, 0%
> CN(C)S(=O)(=O)N(CC(=O)N1CCC(Cc2ccccc2)CC1)c1ccccc1
 : -9%, -12%, 12%, -3%, -14%, -4%, -13%, ?, 17%
> Cc1ccc(NC(=O)CN(C)C(=O)COC(=O)c2ccc(Cl)cc2O)cc1
 : -17%, -12%, -1%, -2%, 0%[9.24 µM], -23%, -4%, ?, -4%
> CCN(CC)C(=O)C1=C(C)N(CCCN2CCCC2=O)C(=O)C(CC(=O)NCC2CCCCC2)C1 (stereo not drawn)
 : -16%, nt, 3%, 5%, -1%, 22%, 0%, 14%, -1%
> O=C(O)CCn1c(C2CCCCC2)nc2ccccc21
 : 12%, 0%, 4%, -2%, 24%, -35%[inhibitor], -2%, 9%, -5%
> CCn1c(CN2C(=O)CSc3ccccc32)n[nH]c1=S
 : 0%, -5%, -4%, -16%, 12%, -24%, 2%, 14%, 1%

Continued.
Value order – KB-V1 MDR tox, SW480 rerep, HEK293 tox, KB-3-1 cytotox, HT1080-NT tox, TDP43 rescue, HT1080 IDH1KD tx, GLP-1R inv ag, GLP1R ag
> CC(=O)O/N=C(/c1nonc1N)N1CCN(c2ccc([N+](=O)[O-])cc2Cl)CC1
 : 0%, -4%, -25%, 25%, 21%, -11%, 15%, 5%, 1%
> CCOc1cc(C2/C(=C(/O)c3ccc(OC(C)C)cc3)C(=O)C(=O)N2CCCOC)ccc1O (stereo not drawn)
 : 22%, 1%, -5%, 1%, 2%, 7%, 2%, -9%, -12%
> O=C(c1ccccc1)N1CCN(C(=O)c2nn3c(C(F)(F)F)cc(-c4ccccc4)nc3c2Br)CC1
 : ?, 5%, 1%, 8%, 23%, 0%, 8%, ?, 13%
> CCCCOc1ccc(C(=O)NCC(=O)N2CC(C)CC(C)C2)cc1 (stereo not drawn)
 : ?, -20%, -1%, ?, -3%, 16%, -1%, 11µM*, -1%
> CCOc1ccccc1OCC(=O)Nc1cc(S(=O)(=O)N2CCCCC2)ccc1OC
 : ?, ?, -4%, 0%, 9%, 2%, 1%, -3%, -1%
> CCOc1ccc(-n2ccnc(SCC(=O)NC3CCCC3)c2=O)cc1
 : 1%, -6%, -6%, 4%, 6%, 0%, -2%, ?, -3%
> O=C(O)CN1C(=O)C2(OCCCO2)c2ccccc21
 : 8%, -8%, -7%, 0%, 13%, -7%, 4%, 8%, -8%
> O=C1c2ccccc2C(O)(c2ncc[nH]2)N1C1CCCCC1 (stereo not drawn)
 : 31%, -10%, 4%, 6%, 22%, -5%, 16%, 8%, -3%
> CC(C)(C)S(=O)(=O)N1C[C@@H]2CC/C=C\C/C(c3ccccc3)=C\2[C@H]1CCO
 : 0%, -4%, -20%, 0%, 0%, -4%, -1%, -18%, 9%
> O=C(CN1C(=O)NC(c2ccccc2)(c2ccccc2)C1=O)NCCNCCO
 : 0%, 0%, -9%, 5%, -16%, -11%, 4%, 4%, 3%

Assay outcomes deposited in PubChem by National Center for Advancing Translational Sciences (NCATS).
